# Bioassay records from PubChem BioAssay.
# KCNK3 block = human KCNK3 channel inhibition, primary screen | B-score at 10 µM | hit rate 0.84% among 340,000 | CHO-KCNK3 thallium flux, FluxOR fluorescence; active compounds read low | O14649;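 active means B-score under library mean minus 4 SD, starting fluorescence ratio at most library mean plus 5 SD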;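 further: more negative B-score means stronger inhibition of thallium flux through KCNK3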
# Target sequence (O14649 whole entry, looked up): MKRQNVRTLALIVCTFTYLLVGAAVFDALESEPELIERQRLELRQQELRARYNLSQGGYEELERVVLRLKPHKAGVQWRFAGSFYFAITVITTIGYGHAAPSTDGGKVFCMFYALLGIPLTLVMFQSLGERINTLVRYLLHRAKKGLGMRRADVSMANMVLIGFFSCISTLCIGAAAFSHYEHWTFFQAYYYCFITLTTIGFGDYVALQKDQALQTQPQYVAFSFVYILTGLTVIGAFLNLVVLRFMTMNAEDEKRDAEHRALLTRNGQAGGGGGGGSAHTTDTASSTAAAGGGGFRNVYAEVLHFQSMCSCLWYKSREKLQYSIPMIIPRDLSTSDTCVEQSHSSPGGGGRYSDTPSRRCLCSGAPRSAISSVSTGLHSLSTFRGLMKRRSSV
# KCNQ1 inh = inhibitors of human KCNQ1 potassium channel; hit rate 1.3% among 310,000; B-score at 10 µM; CHO-K1 KCNQ1, FluxOR thallium flux fluorescence; active compounds read high; AID 2642;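 active means compounds whose thallium flux B-score, printed positive for inhibition, exceeds three library SD while starting fluorescence stays within three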;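 further: channel opened by potassium depolarization with thallium stimulus after 20 min compound exposure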
# Target sequence (P51787 whole entry, looked up): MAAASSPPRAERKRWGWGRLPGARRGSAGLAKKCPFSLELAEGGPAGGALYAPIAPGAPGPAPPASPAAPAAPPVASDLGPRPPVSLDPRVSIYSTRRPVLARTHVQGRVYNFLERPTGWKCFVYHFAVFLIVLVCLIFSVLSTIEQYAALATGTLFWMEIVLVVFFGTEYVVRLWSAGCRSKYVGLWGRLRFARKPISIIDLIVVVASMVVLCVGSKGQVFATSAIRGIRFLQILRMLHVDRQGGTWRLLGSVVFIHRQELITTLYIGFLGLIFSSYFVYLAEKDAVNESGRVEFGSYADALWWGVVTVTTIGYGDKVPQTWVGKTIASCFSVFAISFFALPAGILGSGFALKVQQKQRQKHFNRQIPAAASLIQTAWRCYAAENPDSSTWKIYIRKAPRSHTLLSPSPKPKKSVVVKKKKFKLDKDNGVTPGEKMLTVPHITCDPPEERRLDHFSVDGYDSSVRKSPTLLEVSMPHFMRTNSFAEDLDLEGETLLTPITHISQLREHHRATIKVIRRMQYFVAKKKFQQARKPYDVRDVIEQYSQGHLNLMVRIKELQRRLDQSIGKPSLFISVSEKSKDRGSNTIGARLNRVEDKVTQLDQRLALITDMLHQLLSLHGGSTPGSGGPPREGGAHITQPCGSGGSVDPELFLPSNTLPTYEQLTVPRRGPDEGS
# KCNQ1 act = potentiators or activators of human KCNQ1 potassium channel. B-score at 10 µM. AID 2648. CHO-K1 KCNQ1, thallium flux FluxOR fluorescence; active compounds read high. hit rate 0.35% among 310,000;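 active means fluorescence ratio B-score, a plate-corrected score, at least three library SD, with initial intensity B-score within 5 SD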
#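 Medium – assay buffer, equal DMSO in all wells · Material – CHO-K1 cell line with stable KCNQ1 potassium channel expression · Signal – kinetic FluxOR thallium fluorescence, 10-s 1-Hz baseline, 110-s post-stimulus read · Compound – single concentration per compound, DMSO matched to controls · Schedule – 37 °C overnight plating, 90-min dark dye load, 20-min compound pretreatment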
# TMEM16A act = activates or potentiates the mouse TMEM16A chloride channel | HEK293 TMEM16A/YFP-H148Q/I152L, iodide quench fluorescence; active compounds read low | Q8BHY3 | hit rate 0.3% among 340,000 | B-score at 10 µM;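 active means fluorescence-ratio B-score plate-corrected deviation score at least 3 library SD below zero, with starting fluorescence score within 5 deviations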;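 further: channel opened by trigger with iodide after compound preincubation; score built on the fluorescence ratio of max minus min over baseline; more negative score means more quench and so TMEM16A activation or potentiation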
# RGS4 act = potentiators or activators of RGS4 | B-score at 10 µM | hit rate 0.92% among 310,000 | HEK293 M3R/inducible RGS4, carbachol calcium flux Fluo4; active compounds read low;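 active means B-score of the integrated calcium signal more than 4 SD below the library mean, with starting fluorescence not abnormally high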;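 further: negative B-score means reduced calcium response which marks RGS4 activation or potentiation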
#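 Material: Inducible-RGS4 HEK293 cells carrying M3 receptor; also added: carbachol at ECmax as muscarinic agonist stimulus; incubation: compound preincubation 20 min at room temperature before agonist; signal: Fluo4-AM (2 µM) calcium-flux fluorescence, kinetic read; measure: integrated calcium ratio converted to B score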
# ANO1 block = inhibitors of mouse TMEM16A calcium-activated chloride channel; Q8BHY3; HEK293 TMEM16A/YFP iodide influx fluorescence, ionomycin; normalized B-score (activity score, 25-100; higher = stronger inhibition) at 10 µM; hit rate 1.2% among 310,000; AID 588511;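 active means ratio plate-corrected score three or more library SD toward inhibition, starting fluorescence score within five deviations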;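 further: score derived from kinetic fluorescence span divided by baseline fluorescence per well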
# RGS4 block = human RGS4 inhibition; P49798; HEK293 M3R/RGS4 inducible, Fluo-4 calcium flux; active compounds read high; triggered by carbachol at its EC20; B-score at 10 µM; hit rate 0.45% among 310,000;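 active means B-score, a plate-corrected calcium signal, over three deviations above library mean, with baseline fluorescence within five deviations of library mean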;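 further: RGS4 expression induced by doxycycline in cells with stable M3 receptor; B-score is computed from the integrated fluorescence ratio over baseline after carbachol; higher B-score means a larger calcium signal and so more RGS4 inhibition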
# MrgX1 agonist = activates human MrgX1 receptor signaling | MrgX1-HEK293 cells, Fluo-4 calcium fluorescence, agonist mode; active compounds read high | B-score at 10 µM | hit rate 0.44% among 310,000;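 active means calcium response B-score plate-corrected fluorescence ratio at least 3 library SD, with starting fluorescence B-score inside 5 SD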
#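 Assay system: stable human MrgX1 HEK293 cell line. Quantity: 15,000 cells per well. Schedule: cells plated overnight, dye loaded 0.5 h 37 °C, 0.5 h room temperature. Detection: Fluo-4 NW calcium-flux fluorescence, kinetic read. Read-out basis: peak-minus-minimum fluorescence over baseline, converted to B scores. Control set: positive and negative control wells on each plate.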
# KCNK9 block = inhibitors of human KCNK9 two-pore domain potassium channel; HEK293 KCNK9, FluxOR thallium flux fluorescence; active compounds read low; B-score at 10 µM; hit rate 1.2% among 310,000;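 active means ratio B-score over 3 SD below the library mean, with starting fluorescence within 5 SD of its mean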;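 further: negative B-score means less thallium flux so channel inhibition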
# MrgX1 allo act = allosterically activates human MrgX1 receptor signaling. MrgX1-HEK293, Fluo-4 calcium flux, FDSS; active compounds read high. B-score at 10 µM. hit rate 0.63% among 310,000. AID 588675;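 active means plate-corrected calcium response at least 3 library SD above typical, normal starting fluorescence, not activating the receptor alone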;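 further: compound read alongside a low EC10 to EC30 dose of BAM8-22 agonist; peak minus trough fluorescence over baseline measured at the second addition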
# hERG protect = hERG (human) protection from proarrhythmic block; Q12809; CHO-hERG, FluxOR thallium flux, dofetilide IC70 present; activation (rescue from dofetilide block), less the hit threshold, % at 10 µM; hit rate 0.51% among 310,000;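 active means activation above the mean of controls blocked by dofetilide plus 5 SD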;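 further: thallium influx through hERG after potassium depolarization seen as dye fluorescence rise; in these data hits start at about 4.7%; inactives centre near -7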
# * = called active by the depositor; i = inactive.
SMILES,KCNK3 block,KCNQ1 inh,KCNQ1 act,TMEM16A act,RGS4 act,ANO1 block,RGS4 block,MrgX1 agonist,KCNK9 block,MrgX1 allo act,hERG protect
O=C(NCCc1ccccc1)c1ccc(CS(=O)Cc2ccc(Cl)cc2)o1 (stereo not drawn),i,i,i,i,i,i,i,i,i,i,-9.7
FC(F)Sc1ccc(NC(=S)NC2CCC(NC(=S)Nc3ccc(SC(F)F)cc3)CC2)cc1 (stereo not drawn),i,i,i,i,i,i,i,i,i,i,-5.1
O=C(NC(=S)Nc1ccc(CN2CCOCC2)cc1)c1ccc([N+](=O)[O-])cc1,i,i,i,i,i,i,i,i,i,i,-11.7
O=C(O)CSc1cccnc1Sc1ccc(Cl)cc1,i,i,i,i,i,i,i,i,i,i,-1.5
N#Cc1cnc2ncnn2c1-c1ccccc1,i,i,i,i,i,i,i,i,i,i,-2.1
O=C(O)CSC1=NC(=Nc2cccc(Cl)c2)C2(CCCCC2)N1c1ccccc1,i,i,i,i,i,i,i,i,i,i,-5.2
CCc1ccc(-c2cc(C)no2)cc1S(=O)(=O)NCCCN1CCN(c2ccccc2)CC1,i,i,i,i,i,i,i,i,i,i,-7.1
COc1ccc(NC(=O)c2cc(S(=O)(=O)N3CCOCC3)cn2C)c(OC)c1,i,i,i,i,i,i,i,i,i,i,-8.1
Cc1ccc(CNc2nc3ccccc3s2)s1,i,i,i,i,i,i,i,i,i,i,-2.8
CCOC(=O)c1c(S(=O)(=O)N(C)Cc2ccco2)c(C)n(C)c1C,i,i,i,i,i,i,i,i,i,i,-9.8
Cc1ccc(O)c(N/C=C/C(=O)c2ccc(F)cc2)c1,i,i,i,i,i,i,i,i,i,i,-8.3
Cn1cc(S(=O)(=O)CC(=O)Nc2ccc3c(c2)OCO3)c2ccccc21,i,i,i,i,i,i,i,i,i,i,-4.9
O=C(CN1CCCc2ccccc21)NCc1ccc2c(c1)OCO2,i,i,i,i,i,i,i,i,i,i,-14.3
Cc1cc(C(=O)NC2CC(C)(C)Cc3c2cnn3-c2ccc(F)cc2)no1 (stereo not drawn),i,i,i,i,i,i,i,i,i,i,-12.7
Cc1ccc(S(=O)(=O)N2CCN(C(=O)COC(=O)COc3cccc4c3OC(C)(C)C4)CC2)cc1,i,i,i,i,i,i,i,i,i,i,-10.2
COc1ccccc1/C=N/NC(=O)c1cccc(NC(=O)c2ccccc2Cl)c1,-9.53*,i,i,i,i,i,i,i,-7.11*,i,-16.6
Cc1ccc(Cn2c(C(C)Nc3nc(-c4ccc(Cl)cc4)cs3)nc3cc(C(=O)NCCCO)ccc32)cc1 (stereo not drawn),i,i,i,i,i,i,i,i,i,i,-11.0
COc1ccc(Br)cc1CN1CCN(C(=O)c2cccc(F)c2)CC1,i,i,i,i,i,i,i,i,i,i,-3.6
CCCn1c(SCC(=O)N2CCCC2)nc2c1c(=O)n(C)c(=O)n2C,i,i,i,i,i,i,i,i,i,i,-6.5
CC1(c2cccc(Br)c2)NC(=O)N(CC(=O)Nc2ccc(F)cc2)C1=O (stereo not drawn),i,i,i,i,i,i,i,i,i,i,-6.0
O=C(CC1C(=O)NCCN1C(=S)Nc1ccccc1)Nc1ccc(F)cc1 (stereo not drawn),i,i,i,i,i,i,i,i,i,i,-1.6
CC[n+]1c(/C=C/C=C/N(C(C)=O)c2ccccc2)sc2ccccc21,i,i,i,i,i,i,i,i,i,i,-38.4
O=C(COc1ccccc1[N+](=O)[O-])OCC(=O)N1CCC(Cc2ccccc2)CC1,i,i,i,i,i,i,i,i,i,i,-3.2
C=CCn1c(=O)c(C(=O)Nc2ccccc2O)c(O)c2ccccc21,i,i,i,i,i,i,i,i,i,i,-10.6
O=C(c1ccc(S(=O)(=O)N2CCOCC2)cc1)N1CCN(c2ccccc2)CC1,i,i,i,i,i,i,i,i,i,i,-16.0

# The listing continues.
SMILES,KCNK3 block,KCNQ1 inh,KCNQ1 act,TMEM16A act,RGS4 act,ANO1 block,RGS4 block,MrgX1 agonist,KCNK9 block,MrgX1 allo act,hERG protect
Cc1ccc(NC(=O)CN(C)CC(=O)Nc2ccc(F)c(F)c2F)c(Cl)c1,i,i,i,i,i,i,i,i,i,i,-12.8
CCn1c(C)c(/C=N/Nc2nc3ccccc3s2)c2ccccc21,i,i,i,i,i,i,i,i,i,i,-10.8
Cc1ccc(S(=O)(=O)N2CCCCC2)cc1C(=O)Nc1ccc(N2CCOCC2)cc1,i,i,i,i,i,i,i,i,i,i,-5.4
CC(=O)Nc1ccc(S(=O)(=O)NC(CSc2ccc(C(=O)O)cc2[N+](=O)[O-])C(=O)O)cc1 (stereo not drawn),i,i,i,i,i,i,i,i,i,i,-4.0
CCOC(=O)Cn1nc(-c2ccc(C)cc2)ccc1=O,i,i,i,i,i,i,i,i,i,i,-5.8
Cc1ccc(C2C(=O)N(C3CCCC3)CC(=O)N2C2CCCCC2)cc1 (stereo not drawn),i,i,i,i,i,i,i,i,i,i,-10.1
c1nc2sc3c(c2c2nnnn12)CCCC3,i,i,i,i,i,i,i,i,i,i,-4.5
O=C1N/C(=C\c2ccccc2)C(O)=C1C=NCc1ccccc1,i,i,i,i,i,i,i,i,i,i,-1.8
COC(=O)Oc1ccc(/C=N/NC(=O)CSCc2ccc(Cl)cc2)cc1OC,i,i,i,i,i,i,i,i,i,i,-9.2
CNC(=O)N(O)C1N(/N=C/c2ccccc2OC)C(=S)SC1(C)C (stereo not drawn),i,i,i,i,i,i,i,i,i,i,-3.5
Fc1ccc(F)c(C2=NNC(=NCC3CCCO3)SC2)c1 (stereo not drawn),i,i,i,i,i,i,i,i,i,i,-10.0
CCCCC(CC)C(=O)Nc1ncc([N+](=O)[O-])s1 (stereo not drawn),i,i,i,i,i,100*,i,i,i,7.41*,-17.1
c1cncc(-c2noc(-c3ccco3)n2)c1,i,i,i,i,i,i,i,i,i,i,-2.5
COc1ccc(OC)c(CN(CCCN2CCOCC2)C(=O)Nc2ccccc2)c1,i,i,i,i,i,i,i,i,i,i,-21.3
CCCCOC(=O)C1=C(C)Nc2nnnn2C1c1ccccc1Cl (stereo not drawn),i,i,i,i,i,i,i,i,i,i,-6.9
CCN(CC)c1ccc(C(=O)Nc2cccc(F)c2)cc1,i,i,i,i,i,i,i,i,i,i,-12.2
CC(C)[C@H](NS(=O)(=O)c1ccc2c(c1)OCCO2)C(=O)OCC(=O)Nc1ccccc1,i,i,i,i,i,i,i,i,i,i,-5.9
Cc1ccc(S(=O)(=O)N2CCN(c3ccc(C(F)(F)F)cc3[N+](=O)[O-])CC2)cc1,i,i,i,i,i,i,i,i,i,i,-9.2
CC(C)(C)NC(=O)CN(C(=O)CS(=O)CC(=O)Nc1ccc(F)cc1)c1ccccc1F (stereo not drawn),i,i,i,i,i,i,i,i,i,i,-3.4
COc1ccccc1NC(=O)C(C)OC(=O)COc1cccc2c1OC(C)(C)C2 (stereo not drawn),i,i,i,i,i,i,i,i,i,i,-16.4
COCCn1c(C2CCCCC2)nc2sc3ccccc3c(=O)c2c1=O,i,i,i,i,i,i,i,i,i,i,-12.4
COc1ccc(-c2oc3ccc(-c4ccc5c(c4)OCO5)cc3c2C#CC2(O)CCCCC2)cc1,i,i,i,i,i,i,i,i,i,i,-7.0
Cn1nc(-c2ccccc2)cc1NC(=O)Nc1ccc(C(C)(C)C)cc1,i,9*,i,i,i,i,i,i,i,i,-8.4
Nc1ccc(S(=O)(=O)N2CCc3ccccc32)cc1,i,i,i,i,i,i,i,i,i,i,-2.7
Cc1ccc(NC(=O)CCCCCCCCCCC2COCCO2)c(C)c1 (stereo not drawn),i,i,i,i,i,i,i,i,i,i,-7.3

# Later entries.
SMILES,KCNK3 block,KCNQ1 inh,KCNQ1 act,TMEM16A act,RGS4 act,ANO1 block,RGS4 block,MrgX1 agonist,KCNK9 block,MrgX1 allo act,hERG protect
Cc1noc(NS(=O)(=O)c2ccc(NC(=O)c3nn(-c4ccccc4)ccc3=O)cc2)c1C,i,i,i,i,i,i,i,i,i,i,-12.0
Cc1cc(C(=O)Nc2ccc(C(=O)O)cc2)c(-c2ccccc2)o1,i,i,i,i,i,i,i,i,i,i,-1.4
O=C(N/N=C/c1cc([N+](=O)[O-])ccc1O)c1cccc2cc[nH]c12,i,i,i,i,i,i,i,i,i,i,-18.1
CCOc1ccc(NC(=O)CCn2ccnc2)cc1,i,i,i,i,i,i,i,i,i,i,-2.8
Cc1cccc(NC(=O)CSCC(=O)Nc2sccc2C#N)c1,i,i,i,i,i,i,i,i,i,i,-7.1
CN1CCN(CCOc2ccc(Cc3ccccc3)cc2)CC1,i,i,i,i,i,i,i,i,i,i,-6.5
O=C(Cc1ccc(Cl)c(Cl)c1)N1CCOCC1,i,i,i,i,i,i,i,i,i,i,-5.1
NC(=O)c1cc(N2C(=O)C3CC=CCC3C2=O)ccc1N1CCCCC1 (stereo not drawn),i,i,i,i,i,i,i,i,i,i,-14.2
CCCn1c(N2CCN(S(=O)(=O)Cc3ccccc3)CC2)nc2ccccc21,i,i,i,i,i,i,i,i,i,i,-14.0
Clc1ccc(-c2csc(-c3ccno3)n2)cc1,i,i,i,i,i,i,i,i,i,i,-7.2
CC1CCCC(C)N1CCCNC(=O)CN1C(=O)c2cccnc2Oc2ccc(Cl)cc21 (stereo not drawn),i,i,i,i,i,i,i,i,i,i,-6.2
CCC(=O)N(CCC(Cc1ccccc1)c1ccco1)Cc1ccco1 (stereo not drawn),i,i,i,i,i,i,i,i,-9.92*,i,-23.2
Cc1ccc(NC(=O)CSC2=C(C#N)C(c3ccc4c(c3)OCO4)CC(=O)N2)cc1C (stereo not drawn),i,i,i,i,i,i,i,i,i,i,-13.2
CCn1c(SCC(=O)Nc2cc(Cl)ccc2OC)nnc1C1CC1,i,i,i,i,i,i,i,i,i,i,-3.1
